Nrf2 block: inhibitors of Nrf2 signaling. A549 ARE-Fluc reporter, luciferase luminescence, 18-24 h. Potency, µM (top dose mostly 46 µM), for the others: at the top dose activity change, negative = inhibition, most hits filed as inhibitors. actives 2.1% (n = 360,000). AID 504444; also: % is scaled to controls: 0 for no effect and ±100 for the full control effect; nearly all actives have a fitted effect of over 60% in size
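A549 ARE_Fluc cells, 5000/well, 5% FBS OPTI-MEM; compounds in dose-response, 18-24 h at 37 °C/5% CO2; CellTiter-Fluor viability read (Ex 405/Em 525), then BugLite luciferase luminescence = Nrf2 activity.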
Nrf2 ARE act: activators of Nrf2 (ARE) signaling; AREc32 ARE-luciferase reporter (MCF7-derived line), luminescence, 24 h; actives 0.31% (n = 410,000); AID 624171; Potency, µM (top dose mostly 46.1 µM), without a hit: at the top dose activation, hits mostly activators; also: % of control where 0% means no effect; nearly all actives have a fitted effect of over 65% in size
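Luciferase luminescence (Steady-Glo, 30 min at room temperature) served as the read-out of ARE activation in AREc32 cells treated with compounds for 24 hr at 37 deg C.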
HepG2 tox: counter-screen for TGF-b inhibitors: cytotoxicity in HepG2 cells | HepG2 CAGA-GFP viability, ATP luminescence, 18 h | Potency, µM (top dose mostly 46.1 µM), for inactives: at the top dose activity change, negative = cytotoxicity, hits mostly cytotoxic | actives 0.76% (n = 410,000); also: some results filed as inactive show a strong effect at the top dose
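HepG2 CAGA-GFP cells (1000/well, DMEM with 1% FBS) received compound, then TGF-beta at 500 pg/mL final, and were incubated 18 hours at 37 degrees C. Viability was read by CellTiter-Glo luminescence. Media-only wells were set as complete cell-killing and DMSO as no toxicity.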
ATXN viability: cell viability loss in ATXN counter-screen; S2 cells (HEK-293 line with an ATXN2-luciferase reporter) viability, CellTiter-Fluor protease fluorescence, 24 h; Potency, µM (highest dose often 56.7 µM), most hits filed as cytotoxic; actives 0.49% (n = 400,000); also: nearly all actives have a fitted effect of over 40% in size
TGFb inhibitor: TGF-b pathway inhibition; HepG2 CAGA-GFP TGF-b/SMAD3 reporter, GFP fluorescence, 18 h; TGF-beta stimulated, 500 pg/mL final; Potency, µM (doses to about 46.1 µM), for inactives: top-dose activity, negative = inhibition, hits mostly inhibitors; actives 1.2% (n = 410,000); AID 588855; also: % is scaled to controls: 0 for no effect and ±100 for the full control effect; nearly all actives have a fitted effect of over 65% in size
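Cell-based qHTS in HEPG2 carrying a CAGA-GFP Smad reporter; compounds added before 500 pg/mL final TGF-beta, 18 h incubation at 37 degrees C, GFP fluorescence quantified per cell by imaging cytometry.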
ATXN2 expr inh: inhibitors of ATXN2 expression; HEK-293 ATXN2-luciferase reporter, luminescence, 24 h; Potency, µM (titrated, usually from 57 µM), inactives show at the top dose activity change, negative = inhibition, most hits filed as inhibitors; actives 0.72% (n = 360,000); also: % is scaled to controls: 0 for no effect and ±100 for the full control effect; nearly all actives have a fitted effect of over 55% in size
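ATXN2-luciferase reporter cells (luciferase flanked by upstream and downstream ATXN2 gene portions) were treated 24 h at 37 °C with compounds at up to 57 uM. SteadyGlo luminescence gave expression; GF-AFC fluorescence gave viability.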
MCF10A rerep: induces DNA re-replication in MCF 10a normal breast cells | actives 2.9% (n = 350,000) | AID 624296 | MCF 10A DNA re-replication, Hoechst nuclear intensity, 48 h | Potency, µM (doses to about 46.1 µM), for the others: at the highest dose activity, positive = re-replication, actives largely listed as activators; also: % of control where 0% means no effect; nearly all actives have a fitted effect of over 50% in size
EPAC2 antagonist: antagonists of human EPAC2. Q8WZA2. EPAC2 GEF exchange of Rap1B-BODIPY-GDP, fluorescence. Potency, µM (doses to about 114 µM), without a hit: top-dose activity, negative = inhibition, actives largely listed as inhibitors. actives 0.18% (n = 360,000). AID 720708; also: % is scaled to controls: 0 for no effect and ±100 for the full control effect; nearly all actives have a fitted effect of over 45% in size; many of its hits are not listed in these tables
Target sequence (Q8WZA2 whole entry, looked up): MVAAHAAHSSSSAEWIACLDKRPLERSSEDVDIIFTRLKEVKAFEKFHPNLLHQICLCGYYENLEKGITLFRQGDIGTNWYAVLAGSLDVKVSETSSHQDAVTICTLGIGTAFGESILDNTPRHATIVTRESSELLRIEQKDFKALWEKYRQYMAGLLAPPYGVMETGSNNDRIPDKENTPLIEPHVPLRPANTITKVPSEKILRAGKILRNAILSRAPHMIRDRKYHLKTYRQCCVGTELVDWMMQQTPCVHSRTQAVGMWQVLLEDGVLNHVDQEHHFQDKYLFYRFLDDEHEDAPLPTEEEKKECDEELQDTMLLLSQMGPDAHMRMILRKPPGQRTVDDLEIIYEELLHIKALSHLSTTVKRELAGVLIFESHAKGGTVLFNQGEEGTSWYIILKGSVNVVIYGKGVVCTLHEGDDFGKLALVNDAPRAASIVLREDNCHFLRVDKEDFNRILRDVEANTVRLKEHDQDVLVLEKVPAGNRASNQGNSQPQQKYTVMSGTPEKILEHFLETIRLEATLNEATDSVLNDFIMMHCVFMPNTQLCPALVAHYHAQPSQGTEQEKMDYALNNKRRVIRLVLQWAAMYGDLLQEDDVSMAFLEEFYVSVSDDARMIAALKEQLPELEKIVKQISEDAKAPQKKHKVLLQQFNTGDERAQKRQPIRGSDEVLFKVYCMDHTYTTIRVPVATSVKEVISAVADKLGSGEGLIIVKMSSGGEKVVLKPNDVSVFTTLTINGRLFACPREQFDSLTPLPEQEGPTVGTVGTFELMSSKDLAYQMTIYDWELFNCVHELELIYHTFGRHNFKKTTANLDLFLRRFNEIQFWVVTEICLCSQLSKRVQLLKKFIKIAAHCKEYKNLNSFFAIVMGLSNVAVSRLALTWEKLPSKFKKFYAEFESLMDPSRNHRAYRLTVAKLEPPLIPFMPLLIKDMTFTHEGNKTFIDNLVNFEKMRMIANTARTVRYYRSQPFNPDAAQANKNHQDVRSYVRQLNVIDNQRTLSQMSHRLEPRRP
A549 viability: A549 cytotoxicity, counter-screen for Nrf2 inhibitors; A549 ARE-Fluc cells, CellTiter-Fluor viability, 18-24 h; Potency, µM (top dose mostly 46 µM), without a hit: at the top dose activity change, negative = cytotoxicity, usual class: inhibitors; actives 0.16% (n = 390,000); AID 504648; also: % is scaled to controls: 0 for no effect and ±100 for the full control effect
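A549 ARE-Fluc cells in 5% FBS OPTI-MEM, 5000 cells/well, rested 2 h then exposed to compounds in concentration-response for 18-24 h at 37 °C. Viability by CellTiter-Fluor fluorescence (Ex 405/Em 525) after 30 min; luciferase luminescence (BugLite, 15 min, RT) read afterwards.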
The depositor's hits bear a star; i = inactive; ? = inconclusive; / = not tested or not shown; & = joins results of further samples; [ ] = remark or other dose. Calls follow the shape of the dose curve; as a rule, active = well fitted curve in the direction sought with a large enough effect; inconclusive = small, poorly fitted or top-dose-only effect, or another doubt; inactive = no such curve, though single readings can be large; an effect the other way counts as inactive or inconclusive. Potency is read from the fitted curve at half-maximal effect.

Molecule | Nrf2 block | Nrf2 ARE act | HepG2 tox | ATXN viability | TGFb inhibitor | ATXN2 expr inh | MCF10A rerep | EPAC2 antagonist | A549 viability
CCCCCn1c(=O)[nH]c2cc(C(=O)NCc3ccc(Cl)cc3)ccc2c1=O | 6%[9.27 µM] | -0.3% | 2% | i | -1% | -1% | / | / | 0%
O=C(Nc1cccc(F)c1)c1ccc(Br)o1 | 6% | 9.7% | -6% | i | -1% | 47%[activator] | -1% | -16% | -2%
COc1ccc(OC)c2c1CCC1(C2)NC(=O)NC1=O (centres undefined) | / | 0.3% | -9% | i | -24% | -5% | / | -15% | /
Cc1ccc(C(=O)OC(C)C(=O)N(C)C2CCCCC2)cc1S(=O)(=O)N1CCCCC1 (centres undefined) | ? | 0.2% | -31% | ? | ? | / | 0% | -7% | -6%
CCCCCCCCS(=O)c1sc2nc3c(cc2c1N)CCCC3 (centres undefined) | -22% | 2.0% | -13% | i | 0% | 4% | ? | -23% | -1%
CC(C)c1ccc(C2C3=C(CC(c4ccco4)CC3=O)Nc3nc(C(F)(F)F)nn32)cc1 (centres undefined) | 1% | / | -2% | / | 8% | / | / | / | 6%
CCS(=O)(=O)N1CCc2cc(C(=O)NCCc3ccc(OC)c(OC)c3)ccc21 | 18µM* | 0.6% | -2% | i | -1% | -1% | / | / | ?
CC(C)(C)C1CCC(=NNC(=O)c2ccc(Br)o2)CC1 (centres undefined) | ? | 4.9% | 6% | ? | 0% | 0% | 1% | 6% | -1%
COc1ccc(CC(=O)NCCc2ccc3c(c2)OCO3)cc1OC | / | 0.3% | 1% | i | -3% | / | / | 5% | /
CCn1c(CC(=O)Nc2ccccc2F)nnc1SCC(=O)Nc1nncs1 | ? | -0.2% | -5% | i | 8% | -6% | -5% | 3% | 2%
COc1cccc(C(=O)CSc2nnc(CNc3nc(-c4ccccc4)cs3)n2C)c1 | / | 0.2% | -69% | i | 28% | 2% | 3% | -8% | -2%
CCc1nn(CC(=O)NC(C)CCc2ccccc2)c(=O)c2cc3cc(F)ccc3n12 (centres undefined) | 15%&-7% | 0.4%&0.2% | 2%&-3% | i | 3%&-16% | -12% | -10% | 3% | 1%&0%
COc1ccc(N=C2NC(=O)CS2)c([N+](=O)[O-])c1 | 12% | 0.1% | -1% | i | -4% | / | -1% | -13%[57.1 µM] | -3%
COc1ccc2c(c1)N(C)/C(=C1/SC(=S)N(NC(C)=O)C1=O)S2 | 25% | 2.8% | -27% | i | -6% | -30% | 0% | 0% | -9%
Cc1ccc(C)c(NC(=O)Cn2cnc3c(oc4ccccc43)c2=O)c1 | 10%&0% | 0.2%&-0.1% | 3%&-1% | i | 17%&3% | -35%&4% | 15% | 15% | 1%&-7%

Other compounds:
Results follow in this order: Nrf2 block	Nrf2 ARE act	HepG2 tox	ATXN viability	TGFb inhibitor	ATXN2 expr inh	MCF10A rerep	EPAC2 antagonist	A549 viability
- COc1cccc(-n2cnnc2SC(C)C(=O)NC2CCCC2)c1 (centres undefined)
→ 3%	0.2%	16%	i	22%	-13%	4%	4%	8%
- Cc1ccc(NS(=O)(=O)c2ccc3c(c2)CCN3C(=O)CCC(=O)O)cc1Cl
→ 1%	-0.7%	0%	i	-6%	-3%	-8%	-2%	2%
- Cc1cccc(N2CCN(C(=O)CSCc3c(C)noc3C)CC2)c1C
→ 1.8µM*	1.6%	-14%	i	-12%	-1%	11%	-4%	-8%
- COc1ccc(-c2nc(CS(=O)CC(=O)NCc3cccnc3)c(C)o2)cc1OC (centres undefined)
→ 1%	4.3%	-21%	i	-12%	-18%	1%	4%	15%
- COc1ccc(C)c2sc(=NC(=O)C(C)C)n(C)c12
→ 12%	4.3%	4%	i	13%	-14%	4%	3%	-3%
- CC(=O)Nc1ccc(NC(=O)C(C)n2nc(C)c([N+](=O)[O-])c2C)cc1 (centres undefined)
→ 13%	-0.8%	-9%	i	-10%	/	-3%	-7%	-6%
- CCc1ccc(-n2c3nc(=O)[nH]c(=O)c-3cc3c(C)nn(-c4ccccc4)c32)cc1
→ 2%	0.1%	1%	i	4%	2%	/	/	2%
- CCN(c1ccc(OCC(=O)OCC(=O)Nc2ccc(F)c(F)c2F)cc1)S(=O)(=O)c1ccccc1
→ 11%	-0.2%	-13%	/	?	-12%	6%	-6%	5%
- Cn1c(=O)cc(OCC(=O)NCCCN2CCN(Cc3ccccc3)CC2)c2ccccc21
→ 5%	3.6%	-7%	?	26%	3%	5%	7%	-1%
- CCOc1ccc(N2C(=O)c3[nH]nc(-c4ccc(OC)cc4)c3C2c2cccs2)cc1 (centres undefined)
→ 23µM*	-0.8%	-28%	18µM*	?	?	/	/	?

Further records:
Results follow in this order: Nrf2 block	Nrf2 ARE act	HepG2 tox	ATXN viability	TGFb inhibitor	ATXN2 expr inh	MCF10A rerep	EPAC2 antagonist	A549 viability
- Cc1ccc(C(=O)Nc2cccc(C(=O)NC3CCCC3)c2)cc1
→ -13%	0.4%	7%	?	4%	7%	-4%	8%	-6%
- COC(=O)c1cc2oc(C)cc2n1Cc1ccc(Cl)cc1
→ /	0.1%	-10%	/	22%	/	/	/	7%
- Cc1ccn2c(/C=N/OCc3ccc(F)cc3)c(-c3ccc(Cl)cc3)nc2c1
→ /	-0.8%	2%	i	-8%	-3%	3%	-3%	1%
- COc1cccc(N2C(=O)C(CC(=O)Nc3ccc(Cl)cc3)N(Cc3ccc4c(c3)OCO4)C2=O)c1 (centres undefined)
→ ?	6.4%	-34%	?	-13%	-31%	/	/	-8%
- CC1=C(C(=O)N2CCOCC2)CC(CC(=O)NC2CCCC2)C(=O)N1CCCN1CCCC1=O (centres undefined)
→ /	0.2%	1%	i	10%	-4%	/	4%	/
- O=C1COc2ccc(-c3csc(=Nc4ccc(OC(F)F)cc4)n3CC3CCCO3)cc2N1 (centres undefined)
→ ?	2.2%	-51%	i	-23%	-34%	16µM*	-2%	?
- Cc1[nH]c2ccccc2c1/C=N/NC(=O)CCC(=O)Nc1ccccc1
→ -3%	2.9%	-48%	i	0%	2%	6%	-1%	0%
- CCOC(=O)C(=O)N(C)c1c(CC)nc2c(OCc3ccccc3C)cccn12
→ /	-0.6%	0%	i	-7%	-2%	/	-12%	/
- Cc1ccc2[nH]c(CSc3nnc(NC(=O)COc4ccccc4F)s3)cc(=O)c2c1
→ /	0.5%	-10%	i	?	-16%	/	/	-6%
- O=C(c1cccc([N+](=O)[O-])c1)N1CCc2ccccc21
→ -1%	0.2%	-1%	?	9%	/	-8%	-10%	1%

Five structures out of the list, ordered by heavy-atom count, falling:
Results follow in this order: Nrf2 block	Nrf2 ARE act	HepG2 tox	ATXN viability	TGFb inhibitor	ATXN2 expr inh	MCF10A rerep	EPAC2 antagonist	A549 viability
- CC1=C(C(=O)N2CCOCC2)CC(CC(=O)NC2CCCC2)C(=O)N1CCCN1CCCC1=O (centres undefined)
→ /	0.2%	1%	i	10%	-4%	/	4%	/
- CCOc1ccc(N2C(=O)c3[nH]nc(-c4ccc(OC)cc4)c3C2c2cccs2)cc1 (centres undefined)
→ 23µM*	-0.8%	-28%	18µM*	?	?	/	/	?
- CCCCCn1c(=O)[nH]c2cc(C(=O)NCc3ccc(Cl)cc3)ccc2c1=O
→ 6%[9.27 µM]	-0.3%	2%	i	-1%	-1%	/	/	0%
- COC(=O)c1cc2oc(C)cc2n1Cc1ccc(Cl)cc1
→ /	0.1%	-10%	/	22%	/	/	/	7%
- O=C(Nc1cccc(F)c1)c1ccc(Br)o1
→ 6%	9.7%	-6%	i	-1%	47%[activator]	-1%	-16%	-2%

Going on with the list.
Results follow in this order: Nrf2 block	Nrf2 ARE act	HepG2 tox	ATXN viability	TGFb inhibitor	ATXN2 expr inh	MCF10A rerep	EPAC2 antagonist	A549 viability
- O=C(O)c1sc2cc(C(F)(F)F)cnc2c1-c1ccccc1
→ 23%	0.1%	-27%	i	-3%	-3%	5%	-7%	0%
- Cc1cc(N2CCOCC2)n2cc(-c3ccccc3)nc2n1
→ 1%	0.1%	14%	i	-1%	-24%	0%	-3%	2%
- COc1ccc(N2CCN(CC(O)COc3ccc(C)c(C)c3)CC2)cc1 (centres undefined)
→ 14%	-0.1%&-0.2%	-28%&-15%	i	0%&-1%	-14%&-22%	-1%	2%	2%&1%
- CCn1c(CNC(=O)c2ccc(OC)c(OC)c2)nnc1SCC(=O)Nc1ccccc1
→ -2%	-0.6%	7%	?	-2%	10%	0%	7%	-7%
- COc1ccc(C2CC(=O)C3=C(C2)Nc2ncnn2C3c2ccccc2)cc1 (centres undefined)
→ /	-0.5%	5%	i	0%	-6%	0%	0%	-2%
- Cc1ccc(S(=O)(=O)N2CCOCC2)cc1C(=O)OCC(=O)N1CCCC1=O
→ ?	-0.7%	-2%	i	5%	13%	-23%	19%	3%
- O=[N+]([O-])c1ccc(C(O)CN2CCN(C/C=C/c3ccccc3)CC2)cc1 (centres undefined)
→ ?	-0.2%	-12%	i	2%	-32%	11%	-5%	-7%
- CCN(CC)CCCNC(=O)c1ccc(N2CCCCC2)c(NS(=O)(=O)c2ccc(C)cc2)c1
→ ?	-0.2%	-9%	?	-8%	/	14%	8%	?
- Cc1ccc(NC(=O)c2c(C)nc3sc(C(=O)NC4CCCC4)c(N)c3c2-c2ccco2)c(C)c1
→ 7%	-0.9%	4%	i	-15%	-16%	16%	2%	-4%
- O=C(/C=C/c1ccccc1Cl)Nc1ccc(S(=O)(=O)Nc2ncccn2)cc1
→ -21%	16%	-4%	i	-18%	1%	1%	-22%	-1%
- c1ccc(-c2csc3ncnc(NCc4ccccn4)c23)cc1
→ ?	12%	-3%	?	?	?	4%	-9%	-4%
- COC(=O)c1c(NC(=O)c2ccc(S(=O)(=O)N3CCCCC3C)cc2)sc2c1CCN(C(C)C)C2 (centres undefined)
→ /	2.1%	-33%	/	99%[activator]	-15%	/	/	6%

Only part of the results is shown (hit frequency here may not be typical).
